# Screens from PubChem.
# KKLEB tox: CF airway cell cytotoxicity counter-screen. KKLEB CF airway cells viability, ATPlite luminescence, overnight; stronger effect = lower value; cells stimulated with P. aeruginosa culture filtrate. activity change (cytotoxicity), % at 5 µM. 0.36% of 360,000 active. AID 602141;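 active = corrected activity change at or below -50% at 5 µM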
# NR2E3 ag-1: human photoreceptor-specific nuclear receptor agonism; inhibition of corepressor binding, % at 3.98 µM; CHO-S Gal4-NCOR/VP16-NR2E3 two-hybrid, luciferase; AID 602229; 0.35% of 360,000 active;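 active = inhibition above the mean of all tested compounds plus 3 SD, cut at about 70% in these data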;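 note: 0% = DMSO with NR2E3 transfected cells and 100% = cells lacking NR2E3 construct; higher means lower luciferase signal from less NR2E3 corepressor binding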
# Target sequence (Q9Y5X4 whole entry, looked up, the tested form may be a part): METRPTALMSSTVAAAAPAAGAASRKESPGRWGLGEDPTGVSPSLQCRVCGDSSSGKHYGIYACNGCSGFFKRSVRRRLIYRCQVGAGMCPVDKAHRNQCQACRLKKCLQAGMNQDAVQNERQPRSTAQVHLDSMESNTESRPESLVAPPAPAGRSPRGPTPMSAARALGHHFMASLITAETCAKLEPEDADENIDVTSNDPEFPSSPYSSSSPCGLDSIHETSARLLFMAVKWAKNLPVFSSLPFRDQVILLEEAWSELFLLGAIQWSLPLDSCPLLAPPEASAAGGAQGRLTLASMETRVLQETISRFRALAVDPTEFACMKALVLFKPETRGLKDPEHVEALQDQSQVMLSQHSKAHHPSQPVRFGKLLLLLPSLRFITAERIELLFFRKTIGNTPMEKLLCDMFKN
# iPSC survival up: increases survival of single human iPS cells. hiPSC single-cell survival, ATPlite luminescence; 100% = ROCK inhibitor wells, 0% = DMSO. survival enhancement, % at 20 µM. 0.044% of 360,000 active; in the data active = survival enhancement above about 18%;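 note: cells exposed to compounds for 16 hours before the ATP read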
# NR2E3 ag-2: activates human photoreceptor nuclear receptor NR2E3. Q9Y5X4. GST-NR2E3/biotin-RetCOR TR-FRET, 1536-well. inhibition of corepressor binding, % at 4.78 µM. 0.12% of 320,000 active. AID 2300;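 active = percent inhibition above the cutoff of mean plus 3 SD of all tested compounds, set per screening campaign, cut at about 20% in these data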;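 note: 0% = DMSO wells and 100% = biotin wells as full block of FRET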
#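 Format: 1536-well format; test system: GST-NR2E3 and biotin-RetCOR proteins; read-out basis: percent inhibition of TR-FRET ratio; timing: 5 h incubation at 4 °C; detection: time-resolved FRET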
# TWEAK Fn14 block: inhibitors of TWEAK-Fn14 interaction signaling | TWEAK-stimulated Fn14 reporter cells, luciferase luminescence, 8 h | inhibition, % at 10 µM | 2% of 360,000 active; in the data active = inhibition above about 50%
# MITF TRPM1 inh: MITF TRPM1 promoter inhibition in SK-MEL-5 cells; SK-MEL-5 TRPM1 promoter luciferase, 24 h; inhibition, % at 12.5 µM; 0.83% of 330,000 active;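 active = mean inhibition across replicates of 60% or more, whatever share of single replicates reaches that level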; note: values of inactives mirror those of a sister screen read the other way
# Shn3 inh set2: inhibitors of Schnurri-3 3'UTR reporter in osteoblasts | Clone20 osteoblast Shn3 3'UTR firefly luciferase, 24 h | inhibition, % at 12.5 µM | 0.52% of 360,000 active;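 active = mean inhibition of at least 75% with every replicate also reaching 75%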;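 note: 0% = median of neutral control wells and 100% = pilot-screen positive control compound; some compounds past the cut are filed as inactive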
# aDG glyco act: alpha-DG glycosylation activation; activation, % at 10 µM; 0.22% of 360,000 active; Pro5-aDG cells, alpha-DG glycosylation AlphaScreen (IIH6); 0% Pro5, 100% B10-LARGE cell signal;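 active = activation of at least 8% versus controls, or a plate z-score of at least 8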;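 note: Pro5 are CHO cells carrying HIG-tagged alpha-DG that lacks glycosylation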
# Peg3 prom inh: inhibitors of Peg3 promoter; AID 588405; HeLa PEG-Prom luciferase reporter, luminescence, overnight; inhibition, % at 20 µM; 1.7% of 360,000 active;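 active = inhibition of at least 50% at 20 µM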
# CF NFkB inh: inhibitors of cystic fibrosis induced NF-kB | 0.86% of 360,000 active | inhibition, % at 5 µM | KKLEB NF-kB-GFP reporter, PAF-induced, GFP fluorescence overnight;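 active = at least 50% inhibition at 5 µM, scaled per plate between neutral and stimulator controls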;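 note: PAF is a Pseudomonas aeruginosa culture filtrate used as stimulus; plate controls were PAF-stimulated DMSO wells for no effect and unstimulated DMSO wells for full effect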
# HIF-2a block: inhibitors of HIF-2a | 786-0 RCC cells HIF-2a reporter, luciferase luminescence, overnight | inhibition, % at 18.8 µM | 0.72% of 360,000 active | AID 624352;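 active = inhibition of the luminescence signal of 40% or more relative to plate controls, in a single-dose primary screen at 18.75 µM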
# Active calls of the source: *; . = not tested or not shown.
SMILES,KKLEB tox,NR2E3 ag-1,iPSC survival up,NR2E3 ag-2,TWEAK Fn14 block,MITF TRPM1 inh,Shn3 inh set2,aDG glyco act,Peg3 prom inh,CF NFkB inh,HIF-2a block
S=C(Nc1ccccc1)N1CCC(Cc2ccccc2)CC1,1,3,-0.3,3,-20,-4,0,0.1,-31,2,-4
O=C(NCC(=O)N(c1cccnc1)C(C(=O)NC1CCCCC1)c1ccccc1)c1ccco1 (centres undefined),-2,-29,-0.1,4,8,-4,1,-0.1,0,10,8
CCC(=O)N1CCc2cc(S(=O)(=O)NCCCN(CC)Cc3ccccc3)ccc21,5,-10,-0.5,0,-2,3,4,0.2,-9,-4,4
CC(=O)c1cccc(NC(=O)c2ccccc2-c2ccccc2C(=O)O)c1,-1,5,0.3,2,3,-7,-7,-0.1,15,13,20
CC(C)NC1(C#N)CCN(Cc2ccccc2)CC1,3,-2,1.6,.,5,-9,7,0.6,0,-7,0
O=C(COc1cc2oc(=O)c3c(c2cc1Cl)CCC3)NCCCN1CCCC1=O,0,-3,-0.2,-1,-39,2,-13,-0.1,-11,-6,-2
COc1ccccc1NC(=O)c1ccc(NC(=O)COC(=O)C2CC2C)cc1 (centres undefined),12,-8,-0.2,3,15,8,-4,-0.2,-2,9,8
CC1CN(c2oc(-c3ccccc3Cl)nc2C#N)CC(C)O1 (centres undefined),-6,-36,-4.5,0,1,6,1,-0.1,8,-4,11
Nc1cc(Cl)ccc1N1CCCCCC1,-3,-4,0.5,-2,-3,-2,18,-0.1,-4,4,7
Cc1ccc(OCC(=O)NCc2cccs2)cc1,-4,-17,0.5,-1,-12,-58,-8,0.0,-46,2,-78
COc1cc(S(=O)(=O)Nc2ccncc2)ccc1F,-2,-19,-2.5,1,-18,-3,-5,-0.1,9,-1,14
O=C(COc1ncnc2sccc12)NC1CCCCC1,-9,24,-0.5,.,-12,2,-4,-0.2,-54,-4,-21
CN1CCN(c2ccc(Cl)cc2NC(=O)CC2OC(=O)c3ccccc32)CC1 (centres undefined),-11,-33,-0.5,-3,-4,-7,5,0.1,-23,18,6
O=C(Cc1ccc2c(c1)OCCO2)Nc1cc(Cl)ccc1N1CCOCC1,-24,-11,-0.2,.,1,-2,14,0.3,10,28,4
CC(=O)N1CCc2cc(S(=O)(=O)NC(CC(C)C)C(=O)N3CCn4c3nc3ccccc34)ccc21 (centres undefined),-9,-10,-0.3,1,17,2,2,0.1,3,-5,7
COCCCNC(=S)N(CCO)Cc1cc2cc3c(cc2[nH]c1=O)OCCO3,-9,-12,0.6,3,22,-2,8,0.0,7,-6,14
COc1cc(C)c(S(=O)(=O)Nc2ccc(CC(=O)O)cc2)cc1C,-8,-29,-2.1,-3,-4,2,-11,-0.3,0,16,19
CC1(C(=O)NS(=O)(=O)c2cccc(OC(F)F)c2)CCN1C(=O)C/C=C/c1ccccc1 (centres undefined),8,-21,3.1,.,3,.,-6,0.0,-6,-13,12
Cc1ccccc1Nc1ncnc(N)n1,11,13,-0.3,-2,9,-1,-8,0.1,0,20,14
COc1cc2c(cc1OC)CN(C(=O)C1CCCN(C(=O)c3ccc(Cl)cc3)C1)CC2 (centres undefined),-8,-2,-0.3,0,-13,-9,11,0.2,9,27,16
COc1cccc(OCC(O)CNC(=O)c2oc3c(C)c(C)ccc3c2C)c1 (centres undefined),-8,17,0.6,2,-14,7,14,-0.1,14,13,17
COc1ccc(S(=O)(=O)N2CCCCC2)cc1NC(=O)CSc1nccn1C,-1,14,-1.5,2,12,-17,-2,0.0,11,-2,23
COc1ccc(-c2sc3ccccc3c2/C=C/c2ccncc2)cc1,-8,12,0.4,.,-22,1,0,0.1,-18,11,-44
CCc1ccc(CNc2ccc(N3CCN(C(C)=O)CC3)cc2)cc1,2,-17,-1.1,-6,4,13,20,-0.4,-5,1,-19
COc1ccc(-c2cc(CCCC(=O)NCc3ccccn3)no2)cc1,-1,-17,-1.9,4,86*,.,-28,-0.1,-51,3,-17
# Later entries
SMILES,KKLEB tox,NR2E3 ag-1,iPSC survival up,NR2E3 ag-2,TWEAK Fn14 block,MITF TRPM1 inh,Shn3 inh set2,aDG glyco act,Peg3 prom inh,CF NFkB inh,HIF-2a block
C=CS(=O)(=O)N(Cc1ccccc1Br)[C@H](CO)Cc1ccccc1,-39,15,-1.0,.,51*,17,-19,1.0,84*,45,44*
c1ccc(OCc2nn3c(-c4ccccn4)nnc3s2)cc1,2,-30,-1.3,1,-9,-66,-24,-0.1,-97,-6,-114
COc1ccc(OC)c2sc(N3CCc4ccccc4C3)nc12,-4,-41,-0.2,3,-16,-33,-13,0.0,-83,7,-115
Brc1ccc(-c2nnc(SCCC3OCCCO3)o2)cc1,2,-61,6.1,4,-67,-26,-7,0.0,-240,0,-206
c1ccc(-c2csc3nnc(SCc4ccc5c(c4)OCCO5)n23)cc1,0,-4,2.3,4,1,17,16,0.5,18,10,27
COc1ccc(/C=N/NC(=O)c2cccc(C(=O)N/N=C/c3ccc(OC)c(OC)c3)n2)cc1OC,-3,-13,-0.4,.,-17,-43,-2,-0.2,14,-21,-3
CCOC(=O)c1c(C)c(C(=O)N2CCN(c3ccccc3)CC2)c(C)n1C,-17,-38,3.1,1,11,6,20,0.1,-17,16,0
N#CC1(NC(=O)CSc2nc3ccccc3o2)CCCCC1,6,-10,2.8,.,-6,-9,-18,-0.4,13,4,0
Cc1ccc2c(C)c(C(=O)N3CCC(N4CCC(C(=O)NC5CC5)CC4)CC3)oc2c1,8,10,-0.4,2,-5,10,-18,0.1,10,-10,-11
O=C(O)CC1(CC(=O)Nc2ccc3c(c2)OCCCO3)CCCCC1,5,4,-0.4,0,-1,-1,-8,0.0,-6,7,8
CCOP(=O)(OCC)c1nc(-c2ccc(Br)cc2)oc1N1CCCCC1,-3,-11,-0.3,1,-7,.,24,0.0,19,9,-24
O=S(=O)(NCc1ccccc1)c1ccc(S(=O)(=O)NCC2CCCO2)cc1 (centres undefined),-4,25,-1.3,5,2,-1,4,-0.1,24,8,4
O=C1CNC(=S)N1C1CCCCCC1,0,-18,-0.6,2,7,-1,1,-0.1,8,5,7
CC(=O)NC(Cc1cccc(F)c1)C(=O)NC1CCN(C(=O)Nc2ccc(C)cc2)CC1 (centres undefined),5,4,-0.1,0,1,4,6,-0.1,4,0,5
COC(=O)c1ccc(-c2nc(-c3ccc(Br)o3)no2)cc1,8,-30,-1.2,0,-2,.,-55,-0.2,-265,-9,-139
O=C(Nc1ccc2c(c1)OCCO2)C1CCN(c2cnccn2)CC1,12,-18,1.1,-3,-2,2,-25,-0.1,-12,5,-22
O=C(CN1C(=O)c2ccccc2C1=O)NN1C(=O)c2ccccc2C1=O,-3,18,-1.7,3,-5,1,4,0.1,-6,4,-1
Cc1c(NC(=O)Nc2cccc(C(F)(F)F)c2)c(=O)n(-c2ccccc2)n1C,-7,-21,0.0,2,14,0,5,-0.2,10,21,18
N#CCc1ccc(OC(=O)Nc2ccccc2)cc1,-1,-6,0.2,-4,0,-16,-22,0.1,-39,-4,-46
COc1ccc2oc(C(=O)N3CCN(S(=O)(=O)c4ccc(F)cc4)CC3)c(C)c2c1,-3,-28,-0.9,.,-12,-6,-6,0.6,11,8,8
CC(C)(C)NC(=O)C(c1ccccc1)N(Cc1ccco1)C(=O)c1csnn1 (centres undefined),4,-4,-4.2,1,15,7,-7,0.6,11,-4,12
CC(=O)OCC(=O)Nc1ccc(Br)c(C)c1,10,4,-0.7,1,9,-8,-22,0.4,-1,7,1
COc1cccc(CNCc2cc(OC)cc(OC)c2)c1,-10,-16,0.2,1,-11,2,-8,0.1,5,14,9
NC(=O)c1ccccc1NC(=O)Nc1ccccc1Cl,-10,22,1.0,2,12,-7,17,-0.2,5,5,11
Cc1[nH]c2c(C)cccc2c1CCNS(=O)(=O)c1cccc([N+](=O)[O-])c1,-4,-25,-0.1,-7,-1,4,1,-0.3,16,10,23

# Laid out differently: two of the compounds above.
Molecule	KKLEB tox	NR2E3 ag-1	iPSC survival up	NR2E3 ag-2	TWEAK Fn14 block	MITF TRPM1 inh	Shn3 inh set2	aDG glyco act	Peg3 prom inh	CF NFkB inh	HIF-2a block
COc1ccc(/C=N/NC(=O)c2cccc(C(=O)N/N=C/c3ccc(OC)c(OC)c3)n2)cc1OC	-3	-13	-0.4	.	-17	-43	-2	-0.2	14	-21	-3
CCOC(=O)c1c(C)c(C(=O)N2CCN(c3ccccc3)CC2)c(C)n1C	-17	-38	3.1	1	11	6	20	0.1	-17	16	0

# The list goes on.
SMILES,KKLEB tox,NR2E3 ag-1,iPSC survival up,NR2E3 ag-2,TWEAK Fn14 block,MITF TRPM1 inh,Shn3 inh set2,aDG glyco act,Peg3 prom inh,CF NFkB inh,HIF-2a block
COc1ccc(CCN2CC(C(=O)NCc3cc(C)on3)CCC2=O)cc1 (centres undefined),7,20,-0.1,.,-13,1,1,-0.2,-15,6,6
CC(O)(c1ccccc1)c1nc(-c2ccc(Cl)cc2)cs1 (centres undefined),-2,0,3.2,.,-3,.,-13,0.4,-31,-45,-39
CC(C)=CCN1CCN(Cc2c[nH]c3ccccc23)CC1CCO (centres undefined),4,-33,-0.5,-1,-2,2,-2,-0.1,-2,-18,4
CCOC(=O)c1cnc(SCC(C)C)nc1N,-3,-108,0.0,3,1,-111,-147,0.0,-272,8,-244
Cc1ccc2oc(C(=O)NCc3ccc(S(N)(=O)=O)cc3)cc(=O)c2c1,7,-37,2.3,1,14,0,11,0.0,-7,-13,14
N#Cc1cccc(NC(=O)c2cc(C3CCCCN3C(=O)CCc3ccccc3)on2)c1 (centres undefined),16,-17,-3.6,.,26,.,9,0.1,24,-30,10
COc1cc(NC(=O)CN(C)S(=O)(=O)c2ccc3nc(C)sc3c2)cc(OC)c1,-6,3,1.2,-2,-15,9,30,0.0,12,7,19
COc1ccccc1CC(=O)N1CCCc2cc(C)ccc21,-5,-3,-0.6,6,-12,2,12,-0.2,8,-24,20
Cc1ccc(CCc2nnc(SCC(=O)Nc3cc(Cl)ccc3Cl)n2-c2ccccc2)o1,-2,20,-1.3,-1,38,15,10,0.7,35,8,21
Cc1ccc(OCC(=O)Nc2ccc(-c3nc4ncccc4o3)cc2)cc1,4,-15,-0.4,2,-24,-23,-46,0.3,-82,-8,-7
Cc1oc(-c2ccc(Cl)cc2)nc1CSCC(=O)NCCCN1CCOCC1,-9,20,-0.8,-2,12,12,-12,0.1,-2,-5,-23
Cn1c(=O)oc2cc(S(=O)(=O)NCCC(=O)N3CC=C(c4ccccc4)CC3)ccc21,-14,-1,-0.6,6,0,2,20,0.0,15,-4,11
O=C(Nc1ccc(C(O)c2ccccc2)cc1)[C@@H]1O[C@H](CO)[C@H](O)[C@H](O)[C@H]1O (some centres undefined),9,23,-0.5,.,2,.,6,0.5,5,-37,9
CCCn1c(N)c(N(CCOC)C(=O)c2cccc(C(F)(F)F)c2)c(=O)[nH]c1=O,-2,10,-0.8,2,5,0,-13,0.0,0,1,12

# Taken from above.
# Reading for Cc1ccc2oc(C(=O)NCc3ccc(S(N)(=O)=O)cc3)cc(=O)c2c1 under iPSC survival up: 2.3
# Reading for Cc1ccc(CCc2nnc(SCC(=O)Nc3cc(Cl)ccc3Cl)n2-c2ccccc2)o1 under TWEAK Fn14 block: 38
